Screening results deposited in PubChem BioAssay by several laboratories.
NRP1-CendR mod = alters CendR peptide binding to human NRP-1; O14786; FAM-RPARPAR peptide binding to NRP-1, fluorescence polarization; inhibition, % at 25 µM; hit rate 0.85% among 360,000;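 active means inhibition or corrected inhibition above about 18%, plus a signal ratio from 0.5 to 1.5, limit read from the data, passing the limit was not always enough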; further: strong numbers were not always called active
SUMO1-SIM PPI = modulators of human SUMO1-mediated protein-protein interactions | P63165 | SUMO1 binding to a labelled peptide, TR-FRET, 1 h | inhibition, % at 20 µM | hit rate 0.33% among 360,000 | AID 602429; in the data active means inhibition above about 37%
Target sequence (P63165 whole entry, looked up): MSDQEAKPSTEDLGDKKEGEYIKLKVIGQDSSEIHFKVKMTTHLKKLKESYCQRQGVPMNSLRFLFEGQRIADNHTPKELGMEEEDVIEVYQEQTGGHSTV
LMPTP block = blocks human LMPTP phosphatase | recombinant LMPTP-A, OMFP fluorogenic substrate, fluorescence intensity | inhibition, % at 20 µM | hit rate 0.22% among 360,000 | AID 651560;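 active means compounds that cut the enzyme signal by at least half of the control window in the single-dose screen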;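 further: plate controls were DMSO wells with enzyme plus substrate for no effect and substrate without enzyme for full effect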
Target sequence (P24666 whole entry, looked up): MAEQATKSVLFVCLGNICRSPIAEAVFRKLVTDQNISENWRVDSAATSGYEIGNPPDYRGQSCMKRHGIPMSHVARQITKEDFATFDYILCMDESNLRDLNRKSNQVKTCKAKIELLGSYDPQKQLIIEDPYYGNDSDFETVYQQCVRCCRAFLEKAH
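Assay system: LMPTP-A enzyme. Input: 0.625 nM LMPTP-A final. Probe or stimulus: 400 µM OMFP. Compound dosing: single 20 µM dose. Schedule: 50 min dark incubation at room temperature. Detection: fluorescence intensity of OMFP turnover product. Read-out: percent inhibition versus substrate-only and uninhibited controls. Benchmarks: no-enzyme low control, uninhibited high control.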
Scp1 inh = blocks human Scp-1 phosphatase activity | Q9GZU7 | Recombinant Scp1, phosphopeptide, malachite green phosphate absorbance | inhibition, % at 20 µM | hit rate 0.88% among 340,000 | AID 493091;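 active means inhibition above about 50% at 20 µM, limit read from the data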;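 further: plate controls were DMSO wells with enzyme for no effect and wells lacking enzyme for full effect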
Target sequence (Q9GZU7 76-261 limits assumed): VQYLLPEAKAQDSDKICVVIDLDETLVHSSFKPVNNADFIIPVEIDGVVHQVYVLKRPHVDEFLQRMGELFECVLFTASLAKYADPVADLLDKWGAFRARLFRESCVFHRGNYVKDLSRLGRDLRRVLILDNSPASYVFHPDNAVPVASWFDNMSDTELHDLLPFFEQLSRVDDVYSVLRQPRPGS
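Incubation: 45 min enzyme reaction at room temperature / System: truncated SCP-1 phosphatase (76-261aa) / Reagent: Phospho 17-mer peptide substrate / Buffer or medium: Acidic Tris acetate buffer with magnesium and detergent / Signal: absorbance at 630 nm / Doses: one concentration, 20 µM, with 1.0% DMSO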
bovine MsrA act = activators of bovine methionine sulfoxide reductase A. purified bovine MsrA, absorbance read-out. activation, % at 10.6 µM. hit rate 0.3% among 360,000. AID 602163; in the data active means activation above about 7.5%;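 further: 0% = vehicle and 100% = reference activator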
DNMT1 inh = DNMT1 (human) enzyme inhibition | P26358 | DNMT1 molecular beacon, Hinp1I cleavage, fluorescence | inhibition (reported as % activation of signal), % at 10 µM | hit rate 0.83% among 360,000 | AID 588458; in the data active means inhibition above about 50%
eLon inh = E. coli protease La inhibition | P0A9M0 | purified E. coli Lon protease, fluorescence polarization | inhibition, % at 7.94 µM | hit rate 0.42% among 360,000; in the data active means inhibition above about 13%, passing the limit was not always enough;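 further: 0% = enzyme with probe and DMSO and 100% = no enzyme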
STEP block = blocks human striatal-enriched tyrosine phosphatase; P54829; recombinant STEP, OMFP fluorogenic substrate, fluorescence; inhibition, % at 20 µM; AID 588621; hit rate 0.25% among 360,000;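 active means inhibition at 20 µM, scaled per plate between control wells, above about 37%, limit read from the data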;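 further: 0% = DMSO with enzyme and substrate and 100% = substrate only without enzyme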
Target sequence (P54829 whole entry, looked up): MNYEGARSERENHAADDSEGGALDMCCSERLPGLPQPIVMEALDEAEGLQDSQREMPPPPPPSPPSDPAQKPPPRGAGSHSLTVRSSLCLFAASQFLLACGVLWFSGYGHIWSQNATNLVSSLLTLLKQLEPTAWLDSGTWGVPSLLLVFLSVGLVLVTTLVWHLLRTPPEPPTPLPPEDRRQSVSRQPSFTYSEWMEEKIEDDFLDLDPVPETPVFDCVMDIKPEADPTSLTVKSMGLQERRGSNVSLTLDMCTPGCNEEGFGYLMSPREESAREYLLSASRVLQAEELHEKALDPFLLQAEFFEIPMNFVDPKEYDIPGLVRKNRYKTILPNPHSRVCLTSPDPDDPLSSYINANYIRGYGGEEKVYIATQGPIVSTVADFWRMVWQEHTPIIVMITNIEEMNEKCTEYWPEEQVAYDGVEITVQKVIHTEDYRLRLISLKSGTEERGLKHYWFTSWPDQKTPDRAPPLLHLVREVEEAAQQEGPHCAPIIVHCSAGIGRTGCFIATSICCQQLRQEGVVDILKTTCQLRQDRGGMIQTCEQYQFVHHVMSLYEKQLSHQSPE
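Test system: STEP tyrosine phosphatase / Reagent: OMFP at 25 µM / Doses: 20 µM, 1% DMSO / Read-out: percent inhibition scaled to no-enzyme and uninhibited-enzyme controls, plate-pattern corrected / Detection: FITC-channel fluorescence of OMFP product / Medium: Bis-Tris buffer pH 6.0, 2.5 mM DTT, 0.005% Tween 20 / Schedule: 20 min at room temperature, dark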
TbMetRS inhib = Trypanosoma brucei MetRS inhibition | hit rate 0.4% among 360,000 | purified T. brucei MetRS, ATP depletion, Kinase-Glo luminescence | inhibition, % at 11.9 µM | AID 624268;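 active means inhibition above a per-plate cutoff of the control wells' mean inhibition plus 3 SD, cut at about 5.5% in these data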;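 further: 0% = DMSO wells median and 100% = median of wells with control inhibitor compound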
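Material: T. brucei methionyl-tRNA synthetase, purified; reagent: substrates ATP, L-methionine and bulk Escherichia coli tRNA; dosing: 11.9 µM single point; timing: 15 min plus 2 h at 25 °C; detection: luminescence of leftover ATP; evaluation: % inhibition; control set: DMSO-only wells as low control; replicates: singlicate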
MsrA inhibitor = inhibits bovine methionine sulfoxide reductase A. inhibition, % at 15.5 µM. purified bovine MsrA, absorbance read-out. AID 651718. hit rate 0.75% among 360,000; in the data active means inhibition above about 4.5%;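 further: 0% = vehicle wells with enzyme and 100% = reference inhibitor wells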
* marks the source's active call; other numbers are inactive results; . = not tested or not shown. Rows were taken by chance (roughly 4.3% active in at least one column).

SMILES	NRP1-CendR mod	SUMO1-SIM PPI	LMPTP block	Scp1 inh	bovine MsrA act	DNMT1 inh	eLon inh	STEP block	TbMetRS inhib	MsrA inhibitor
CNC(=O)c1c[nH]n2c(=O)c(Cc3ccccc3F)c(C)nc12	-6	7	-0.7	19	0	6	-7	0	0.2	1.2
Cc1ccc(S(=O)(=O)N(C)CC(=O)Nc2cc(C)ccn2)cc1	2	2	-2.5	-5	-6	2	0	-1	-0.6	-0.6
Cc1ccc(-c2nc(SCC(=O)NCC3CCCO3)c(-c3ccc(Cl)cc3)[nH]2)cc1 (stereo not drawn)	17	6	20	-1	-3	9	-1	6	1.3	-0.7
COc1ccc(C(=O)CSc2nnc(C3CCCCC3)n2N)c(OC)c1	-12	-2	0.0	-2	-2	-13	-11	1	-0.3	1.6
Cn1c(=O)c2c(nc(SCC(=O)NCc3ccc4c(c3)OCO4)n2Cc2ccccc2)n(C)c1=O	4	0	-1.4	1	-1	-1	-8	1	-0.7	0.6
COc1ccccc1S(=O)(=O)Nc1ccc2cn[nH]c2c1	-19	1	-1.2	1	-7	5	-5	-3	-1.1	-0.2
O=C(CN1CCN(S(=O)(=O)c2ccc(F)cc2)CC1)Nc1ccc(Cl)c(C(F)(F)F)c1	1	0	4.4	0	-1	-12	-4	1	-0.3	-0.9
O=C(N/N=C/c1c(Nc2cccc(C(F)(F)F)c2)nc2ccccn2c1=O)c1ccccc1[N+](=O)[O-]	2	-7	-2.2	-5	-3	4	-1	-3	-0.1	-0.5
COc1ccc(CNC(=O)[C@H](C)NC(=O)C2CCN(S(=O)(=O)c3ccccc3)CC2)cc1	3	3	-2.0	1	1	-3	-3	-3	-0.3	-0.5
CCN(CC)C(=O)COc1cc(C)cc2oc(=O)cc(-c3ccccc3)c12	2	-11	-1.4	-5	0	0	4	0	-0.1	1.0
O=C(CN(Cc1ccccc1)S(=O)(=O)c1ccc(S(=O)(=O)N2CCOCC2)cc1)Nc1ccccc1	18	2	-0.9	4	-3	14	-5	0	0.7	0.6
O=C(NCCc1ccccc1)NC1CCCCC1	3	0	-2.1	-4	-8	4	1	1	-0.4	0.1
Cc1cc(C)c(C(=O)NNC(=O)c2cccnc2)c(C)c1	7	0	-0.2	-7	-3	1	5	-3	0.4	-1.3
COc1cccc(NC(=O)COC(=O)/C=C/c2c(C)nn(-c3ccccc3)c2C)c1	-5	-4	2.7	-9	-3	-5	-10	1	-0.3	0.0
Cc1cc(C)cc(NC(=O)CSc2nc(N)c(NC(=O)c3cccs3)c(=O)[nH]2)c1	-6	7	-1.3	-14	0	4	-4	-1	0.0	1.1
Nc1nonc1-c1nc2ccccc2n1CC(=O)N/N=C/c1ccc(-c2ccccc2C(=O)O)o1	-66	20	3.2	50	-8	40	-10	3	0.9	7.3*
CC(C)=CCn1c2ccc(NC(=O)Nc3ccc(N(C)C)cc3)cc2c(=O)n1C	3	0	0.7	.	0	-13	15	2	0.0	0.8
OC1NC(=S)N(c2ccccc2)C1O (stereo not drawn)	1	-2	-0.3	-8	-2	-3	-5	13	-0.1	0.8
CCCCN(C(=O)c1nn(C)c(=O)c2ccccc12)c1c(N)n(CC(C)C)c(=O)[nH]c1=O	5	-4	-1.2	-2	-1	3	9	-2	-0.1	-0.6
O=C(c1ccccc1Cl)N1CCNCC1	-2	3	-0.1	-4	-5	-1	-1	-5	-1.1	-0.8
Cc1ccc(-n2c(SCC(=O)NCC3CCCO3)nnc2-c2ccoc2C)cc1 (stereo not drawn)	5	2	-0.5	-6	-1	2	-4	-3	0.2	-0.2
C#C[C@]1(O)CC[C@H]2[C@@H]3CCC4=CC(=O)CC[C@@H]4[C@H]3CC[C@@]21C	-1	-3	0.0	-4	0	1	15	-1	0.2	-1.2
Cc1ccc(F)cc1NC(=O)CSc1ncccn1	2	-2	-0.2	-2	-10	4	9	-1	-1.3	1.1
CCCn1cc(S(=O)(=O)c2ccc(OC)cc2)c(=O)c2cc(OCC)ccc21	0	1	-1.2	-9	-3	3	-5	-1	1.2	1.3
COc1ccc(NC(=S)NNC(=S)Nc2cccc(C(F)(F)F)c2)cc1	1	9	6.2	4	-3	-38	14	4	-0.3	-0.7
Continued.
SMILES	NRP1-CendR mod	SUMO1-SIM PPI	LMPTP block	Scp1 inh	bovine MsrA act	DNMT1 inh	eLon inh	STEP block	TbMetRS inhib	MsrA inhibitor
O=C1NC(=O)N(Cc2ccccc2)C1=O	8	2	-0.7	-2	-1	-1	1	1	-0.6	0.8
Cc1cc(N2C(=O)C(O)=C(C(=O)c3cc4ccccc4o3)C2c2cccc(Br)c2)no1 (stereo not drawn)	-37	-17	31	-9	-2	-14	-222	16	-0.3	0.2
COCCOC(=O)c1c(C)n(C)c2ccc(OC(=O)c3ccco3)cc12	0	-1	-0.5	-11	5	0	-7	-1	-0.8	0.1
CCOc1ccc(CN2CCN(Cc3ccsc3)C(CCO)C2)cc1CO (stereo not drawn)	-9	1	0.0	-4	-2	1	-1	0	-0.5	0.6
COc1cc(/C=C2\SC(=O)N(CC(=O)Nc3ccc(C)cc3)C2=O)cc(Cl)c1OCC(=O)O	-73	47*	84*	26	-3	90*	-14	98*	0.6	0.2
CCOC(=O)c1sc2cc([N+](=O)[O-])cc(SCC(=O)OC)c2c1N	-48	-19	1.6	-11	3	-8	-56	9	-0.2	0.8
COc1ccccc1C1(CCN=Cc2ccc(N(C)C)cc2)CCOC(C)(C)C1 (stereo not drawn)	-8	-15	3.6	1	-4	8	-7	-1	-0.5	4.0
O=C(NCCCn1ccnc1)C(=O)NCC(c1cccnc1)N1CCN(c2ccccc2)CC1 (stereo not drawn)	-3	-1	-4.0	2	-7	6	-7	1	-1.1	-0.8
O=C(COC(=O)Cn1[nH]c(=O)c2ccccc2c1=O)Nc1ncc(Cl)cc1Cl	-5	11	0.1	16	-7	4	10	4	-0.5	-1.2
NCCc1ccn[nH]1	2	2	-5.1	-4	0	-1	-6	-5	-0.9	1.1
O=C(NCCCN1CCOCC1)C(=O)NCc1ccccc1Cl	-14	-2	-1.4	4	-4	-3	0	3	0.3	-0.4
Cc1c(NC(=O)c2cccc(NC(=O)C(C)Oc3ccccc3)c2)c(=O)n(-c2ccccc2)n1C (stereo not drawn)	-1	-1	-2.6	.	-1	-7	-6	0	0.0	0.8
CCOc1ccc(C(CC(=O)O)n2cnnn2)cc1OC (stereo not drawn)	11	0	0.5	-3	0	-1	-5	-3	-0.5	0.2
Cc1ccccc1CSc1nnnn1-c1ccc(C(N)=O)cc1	-10	2	-0.1	-12	-3	-3	5	-5	-0.3	0.8
COc1cc(-c2ccc3cc(OC)c(OC)c(OC)c3c2)cc(OC)c1OC	6	-7	2.3	.	-2	7	-8	3	-0.1	0.5
O=C(NC(=S)Nc1ccccn1)c1ccc(-c2ccccc2)cc1	-2	5	2.9	2	-10	-1	-1	5	-0.1	0.3
COc1ccc(C(C#N)CC(=O)c2ccc(OC)c(OCc3ccccc3)c2)cc1OC (stereo not drawn)	-3	3	2.0	.	-2	-8	-8	-1	-0.1	-0.3
CCC(C)NS(=O)(=O)c1ccc(OCC(=O)NCc2ccco2)cc1 (stereo not drawn)	-11	1	0.5	11	-4	10	-3	-3	-1.5	-0.2
Cc1ccc(/C=C/C(=O)OCC(=O)NCc2cccs2)o1	13	-18	-1.0	2	-4	0	-1	-1	0.4	2.5
CC(=O)Nc1cc(-c2cccc(NS(C)(=O)=O)c2)cn2c(-c3ccc(F)c(Cl)c3)cnc12	-21	7	2.0	.	-1	-32	-20	4	0.2	1.1
O=c1[nH]c2ccccc2c2nc(-c3cccc(S(=O)(=O)N4CCCC4)c3)nn12	-4	42*	7.3	8	-1	-2	-12	9	0.6	-0.7
Cc1nc(N2CCN(C(=O)c3ccco3)CC2)c2c3c(sc2n1)CCCC3	4	-2	1.2	2	-1	1	1	1	0.9	0.2
CC1(C(=O)Nc2ccc(F)cc2F)CCN1C(=O)Cc1ccccc1Cl (stereo not drawn)	7	-6	-0.9	.	1	1	2	-1	0.4	0.9
Cc1nc(SCc2nc3ccc(Cl)cc3[nH]2)c2oc3ccccc3c2n1	-21	8	1.5	-3	-2	-12	-7	2	1.0	1.8
C/C(=N\OC(=O)c1ccc(F)cc1)c1ccc(F)c(F)c1	5	5	4.8	12	-6	4	3	5	-0.5	-0.4
Other compounds follow.
SMILES	NRP1-CendR mod	SUMO1-SIM PPI	LMPTP block	Scp1 inh	bovine MsrA act	DNMT1 inh	eLon inh	STEP block	TbMetRS inhib	MsrA inhibitor
Cc1ccc(NCc2ccccc2OCc2ccccc2F)cc1	-2	-4	4.1	2	-4	-5	-5	-1	-0.1	1.2
CC(C)(C)c1ccc(C(=O)NCC(=O)N2CCCC2)cc1	7	3	-0.8	-9	-2	3	2	0	0.2	-0.5
C[C@@H](C(O)c1ccccc1)N(C)C(=O)CCc1ccccc1 (stereo partly drawn)	-1	4	-0.7	-2	-3	9	-13	-1	-0.2	0.3
COc1ccc(S(=O)(=O)N(C)C[C@H]2OCc3cnnn3CCCC(=O)N([C@H](C)CO)C[C@H]2C)cc1	-11	4	-1.2	.	-4	2	1	-1	-0.6	-0.6
COc1ccccc1CN1CCC(n2nccc2NC(=O)c2ccccc2Cl)CC1	6	2	-1.6	-6	-2	-2	6	0	0.2	0.6
C/C(Cn1ncc(N2CCOCC2)c(Cl)c1=O)=N\O	11	0	-0.7	-10	0	-3	-6	-2	1.3	0.9
CC1CCCN(c2nc3nonc3nc2N2CCCC(C)C2)C1 (stereo not drawn)	12	-8	1.0	-5	1	0	14	3	-0.3	4.6*
Cc1ccc(S(=O)(=O)N(c2cccc(C(F)(F)F)c2)C2C=CS(=O)(=O)C2)cc1 (stereo not drawn)	-7	2	-0.3	-1	-2	1	-9	-4	-1.6	-0.1
Cc1nnsc1C(=O)NC1CCCc2c1cnn2-c1cc(F)cc(F)c1 (stereo not drawn)	-6	10	-1.5	-5	-5	3	0	-4	-0.2	-0.9

An excerpt from above in order of length of the SMILES, descending:
SMILES	NRP1-CendR mod	SUMO1-SIM PPI	LMPTP block	Scp1 inh	bovine MsrA act	DNMT1 inh	eLon inh	STEP block	TbMetRS inhib	MsrA inhibitor
Cc1cc(C)c(C(=O)NNC(=O)c2cccnc2)c(C)c1	7	0	-0.2	-7	-3	1	5	-3	0.4	-1.3
Cc1ccc(/C=C/C(=O)OCC(=O)NCc2cccs2)o1	13	-18	-1.0	2	-4	0	-1	-1	0.4	2.5
O=C(c1ccccc1Cl)N1CCNCC1	-2	3	-0.1	-4	-5	-1	-1	-5	-1.1	-0.8
NCCc1ccn[nH]1	2	2	-5.1	-4	0	-1	-6	-5	-0.9	1.1
